NALP3 yeast inh: NALP3 inflammasome inhibitors in reconstituted yeast, primary screen, luminescence, uHTS. Yeast reconstituted NLRP3/ASC/caspase-1, beta-gal luminescence, 24 h. inhibition, % at 10 µM. actives 0.39% (n = 330,000);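 active = inhibition of 50% or more; inactive = inhibition below 50%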;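 note: plate controls were induced DMSO wells for no effect and uninduced yeast grown without galactose for full effect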
XBP1 UPR activ: activators of adaptive XBP1 UPR arm, primary screen, cell-based, CHO-XBP1 luciferase reporter, luminescence, uHTS. IRE1-XBP1 UPR activation; percent of tunicamycin response, DMSO as zero. activation, % at 20 µM. actives 0.33% (n = 330,000). AID 463104, 2010;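 active = versus positive control, 20 µM dose yields 30% or more activation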;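 note: 100% = tunicamycin at 10 µg/mL and 0% = DMSO only wells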
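Material: CHO cell line with stable XBP1 luciferase reporter; buffer or medium: F12 medium containing 10% fetal bovine serum; compound: single point, 20 µM final compound, 1% DMSO; incubation: 6 h treatment, 37 °C; measured by: glow luminescence from Steady-Glo reagent; evaluation: activation, % of tunicamycin; control set: tunicamycin high, DMSO low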
tim23-1 inh: growth inhibitors of tim23-1 mutant yeast, primary screen, luminescence, uHTS. S. cerevisiae tim23-1 growth, BacTiter-Glo luminescence, 24 h. inhibition, % at 20 µM. actives 1.3% (n = 330,000). AID 463212, 2010;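 active = growth inhibition of the mutant yeast at or above 50%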;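 note: temperature-sensitive mutant grown at 25 °C; plate controls were DMSO-treated mutant yeast for no effect and medium wells lacking yeast for full effect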
tim10-1 inh: growth inhibitors of tim10-1 mutant yeast, primary screen, luminescence, uHTS; S. cerevisiae tim10-1 ts strain growth, BacTiter-Glo, 24 h; inhibition, % at 20 µM; actives 2.2% (n = 330,000); AID 463190, 2010;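 active = inhibition of at least 40%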;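 note: mutant grown at 25 °C; 0% = DMSO wells with yeast and 100% = wells holding no yeast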
APJ ag: agonists of human apelin receptor APJ, primary screen, CHO-K1 cells, PathHunter beta-arrestin, luminescence | P35414 | 0% DMSO wells, 100% apelin | activation, % at 20 µM | actives 0.11% (n = 330,000) | AID 2520, 2010;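 active = activation more than six SD over the plate average, tested at 20 µM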;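 note: 0% = DMSO alone and 100% = apelin-13 at 10 nM; some results filed as inactive read as strong as hits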
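assay system = CHO-K1 APJ beta-arrestin complementation cell line | input = cell density 1000 per well | dosing = compound 20 µM once, DMSO 1% | timing = compound 90 min 25 °C, reagent 1 h | measured by = luminescence from split beta-galactosidase complementation, Galacton Star/Emerald II substrate | read-out basis = APJ agonist activity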
Mdm2 MdmX PPI: inhibitors of human Mdm2-MdmX association, primary screen, cell-based, luminescence, split luciferase, SaOS-2, uHTS | SaOS-2 split-luciferase Mdm2/MdmX complementation | inhibition, % at 8 µM | actives 3% (n = 330,000);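 active = inhibition of at least 50% at 8 µM in the primary screen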
Target sequence (O15151 whole entry, looked up): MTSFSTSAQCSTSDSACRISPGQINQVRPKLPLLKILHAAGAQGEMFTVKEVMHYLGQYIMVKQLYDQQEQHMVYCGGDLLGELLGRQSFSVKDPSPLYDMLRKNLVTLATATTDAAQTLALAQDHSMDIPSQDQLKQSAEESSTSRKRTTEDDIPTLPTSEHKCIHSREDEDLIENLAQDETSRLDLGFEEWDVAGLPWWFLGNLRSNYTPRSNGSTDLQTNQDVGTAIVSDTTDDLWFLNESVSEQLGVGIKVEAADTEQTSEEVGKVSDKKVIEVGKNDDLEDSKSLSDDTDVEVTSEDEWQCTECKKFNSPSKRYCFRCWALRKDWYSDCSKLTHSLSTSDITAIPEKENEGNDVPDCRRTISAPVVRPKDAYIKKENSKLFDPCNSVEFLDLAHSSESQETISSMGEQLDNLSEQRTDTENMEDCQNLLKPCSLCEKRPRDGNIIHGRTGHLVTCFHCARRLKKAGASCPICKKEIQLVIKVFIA
Target sequence (Q00987 whole entry, looked up): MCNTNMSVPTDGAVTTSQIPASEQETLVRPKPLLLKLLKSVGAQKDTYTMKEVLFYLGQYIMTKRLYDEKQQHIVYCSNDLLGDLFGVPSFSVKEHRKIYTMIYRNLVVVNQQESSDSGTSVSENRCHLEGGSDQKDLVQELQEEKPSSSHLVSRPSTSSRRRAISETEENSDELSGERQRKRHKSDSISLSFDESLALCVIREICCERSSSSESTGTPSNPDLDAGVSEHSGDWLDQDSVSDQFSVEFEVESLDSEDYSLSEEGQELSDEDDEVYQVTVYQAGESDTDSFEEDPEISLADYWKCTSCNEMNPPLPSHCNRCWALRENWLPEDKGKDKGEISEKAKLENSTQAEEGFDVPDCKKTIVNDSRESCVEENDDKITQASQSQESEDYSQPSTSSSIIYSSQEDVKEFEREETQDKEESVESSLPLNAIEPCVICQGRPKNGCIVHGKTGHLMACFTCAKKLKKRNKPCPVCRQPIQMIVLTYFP
GRIN3A LBD mod: binders of NR3A ligand-binding domain, primary screen, biophysical, differential scanning fluorimetry, uHTS. NR3A LBD differential scanning fluorimetry, Tm shift; 0% = protein alone, 100% = glycine-bound protein. Tm shift relative to glycine control, % at 25 µM. actives 2.5% (n = 340,000);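 active = melting temperature shift of at least 10% of the positive control shift, at one fixed dose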
UPR CHOP act: activators of apoptotic CHOP UPR arm, primary screen, cell-based, CHO-CHOP luciferase reporter, luminescence, uHTS. UPR activation; percent of tunicamycin response over DMSO baseline. activation, % at 10 µM. actives 0.34% (n = 330,000). AID 449763, 2010;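 active = at 10 µM dose, activation of 40% or more, normalized to positive control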;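 note: 100% = tunicamycin at 10 µg/mL and 0% = DMSO alone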
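Material: CHO-CHOP cells, stable luciferase reporter of PERK-eIF2a-CHOP signalling; quantity: 500 reporter cells seeded per well; buffer or medium: F12 medium containing 10% fetal bovine serum; compound: one dose, 10 µM in 0.5% DMSO; incubation: 6 h compound treatment, 37 °C; measured by: Steady-Glo luciferase luminescence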
TIM10 inh: growth inhibitors of isogenic TIM10 control yeast, primary screen, counter-screen for tim10-1 yeast inhibitor project, luminescence, uHTS; S. cerevisiae TIM10 strain growth, BacTiter-Glo luminescence, 24 h; inhibition, % at 10 µM; actives 1.4% (n = 330,000);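 active = inhibition of 40% or more at the single tested concentration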;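 note: wild-type TIM10 isogenic control strain grown at permissive 25 °C; 0% = DMSO yeast wells and 100% = minimal medium wells without yeast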
Starred values were filed as active, the others as inactive; . = no result given.

SMILES	NALP3 yeast inh	XBP1 UPR activ	tim23-1 inh	tim10-1 inh	APJ ag	Mdm2 MdmX PPI	GRIN3A LBD mod	UPR CHOP act	TIM10 inh
O=C(Nc1ccc2c(c1)OCO2)C1CC(c2ccccc2Cl)=NO1 (centres undefined)	14.9	-1.1	32.0	28.0	-5.2	-3.0	-7.0	1.5	15.2
COc1ccc(C(=O)Nn2cnnc2)c(OC)c1	-3.8	1.5	9.3	5.4	-3.1	19.1	-0.6	-1.0	4.2
COc1ccc2nc(SCC(N)=O)[nH]c2c1	8.3	1.5	12.2	-1.3	-1.9	6.0	-2.7	-1.9	-8.1
O=[N+]([O-])c1ccc(SCCO)nc1SCCO	1.7	-4.6	8.5	5.5	0.3	5.8	-0.1	-0.3	16.0
CN(C(=O)COc1ccc(-c2nnco2)cc1)C1CCS(=O)(=O)C1 (centres undefined)	1.8	-1.0	0.2	-7.2	-3.2	21.8	-1.1	-0.3	1.0
CC1CCCN(C(=O)C2c3ccccc3C(=O)N3CCc4ccccc4C23)C1 (centres undefined)	13.0	-0.7	30.2	33.7	-1.2	11.5	0.7	-1.1	26.1
C#CCOCCOCCOCCNc1nc(N2CCN(C(=O)CCCCCCCCCCNC(=O)Cn3cc(CCCCCN)nn3)CC2)nc(N2CCN(C(=O)CCCCCCCCCCNC(=O)Cn3cc(C[C@@H](C)O)nn3)CC2)n1	41.7	1.2	16.8	10.7	-1.8	36.5	30.3*	0.4	8.7
CC(C)=CCc1c(O)ccc(C2COc3c(CC=C(C)C)c(O)cc(O)c3C2=O)c1O (centres undefined)	7.3	2.3	34.7	17.6	-1.6	9.0	11.2*	1.4	6.4
Cc1cccn2c(=O)c(/C=C(\C#N)C(N)=O)c(N3CCN(c4ccccc4)CC3)nc12	-4.8	5.1	15.0	21.0	-0.7	25.1	-1.2	1.0	19.7
N#C/C(=C/c1ccc(O)c(O)c1)C(=O)NCc1ccc(Cl)cc1	36.1	11.8	1.2	10.9	-1.5	26.6	3.1	103.1*	-0.1
COc1ccc(C2=NN(C(=O)CCC(=O)O)C(c3ccc(OC)cc3)C2)cc1 (centres undefined)	3.5	-4.7	-8.5	-8.7	-3.8	-4.2	0.8	0.6	-7.8
CN(C(=O)CSc1nc2cc(Cl)ccc2c(=O)n1Cc1ccco1)C1CCS(=O)(=O)C1 (centres undefined)	9.3	0.5	8.7	13.4	-2.3	-41.2	-4.3	0.4	14.0
CCc1nnc(NC(=O)CSCc2cc(=O)n3cc(C)sc3n2)s1	6.4	-3.9	0.4	-3.4	1.1	28.4	-1.1	0.4	-1.1
COC(=O)c1ccc(NC(=O)COC(=O)CSc2nc(C)cc(C)n2)cc1	16.1	-0.4	18.6	22.4	-1.5	20.3	0.5	-0.7	16.8
Cc1cc2[nH]c(=O)c3ccccc3n2n1	-7.8	2.7	-9.7	8.8	-4.9	-8.3	-0.8	-0.4	-2.4

Just TIM10 inh, UPR CHOP act and tim10-1 inh, for 3 of the compounds above:
SMILES,TIM10 inh,UPR CHOP act,tim10-1 inh
N#C/C(=C/c1ccc(O)c(O)c1)C(=O)NCc1ccc(Cl)cc1,-0.1,103.1*,10.9
CN(C(=O)CSc1nc2cc(Cl)ccc2c(=O)n1Cc1ccco1)C1CCS(=O)(=O)C1 (centres undefined),14.0,0.4,13.4
CCc1nnc(NC(=O)CSCc2cc(=O)n3cc(C)sc3n2)s1,-1.1,0.4,-3.4

(further entries)
SMILES	NALP3 yeast inh	XBP1 UPR activ	tim23-1 inh	tim10-1 inh	APJ ag	Mdm2 MdmX PPI	GRIN3A LBD mod	UPR CHOP act	TIM10 inh
COCCN1Cc2cccc(C(=O)NCCCN3CCCC3=O)c2C1=O	-6.7	-1.5	6.4	-23.6	-3.2	0.1	1.3	-1.5	-10.1
COc1ccc(-c2noc(CSc3nc4ccccc4c(=O)n3-c3ccccc3)n2)cc1OC	0.6	5.6	16.6	27.2	1.8	32.4	-0.4	-0.1	11.7
CCn1nc(C)c(NC(=O)CCSc2nc(-c3ccco3)cc(C(F)(F)F)n2)c1C	-3.8	-0.8	14.3	22.3	2.6	17.9	557.2*	-0.1	13.9
COc1ccc(-n2c(=O)c3ccccc3n(CC(=O)Nc3ccccc3OC)c2=O)cc1	-2.2	-2.0	-23.9	-6.1	-3.6	-6.9	2.0	-0.6	-1.9
CCn1c(CNC(=O)c2ccco2)nnc1SCC(=O)Nc1cccc(F)c1	3.7	-4.5	13.1	2.3	-3.2	11.6	-1.4	-1.3	-26.5
CCC(=O)Nc1nnc(SCC(=O)Nc2ccc3c(c2)OCO3)s1	12.7	0.0	6.3	-11.9	2.8	6.4	27.8*	-0.3	7.7
CN(C)CCCN(C(=O)c1ccc(C(=O)c2ccccc2)cc1)c1nc2cc3c(cc2s1)OCO3	11.3	-2.7	22.5	26.8	0.7	74.7*	1.0	0.5	39.6
CCOc1ccc(OCC)c(NC(=O)C2CCN(S(=O)(=O)c3ccc4c(c3)CC(C)N4C(C)=O)CC2)c1 (centres undefined)	7.8	-6.5	4.5	-4.0	-0.4	23.4	0.3	-2.7	4.8
Cc1cc(C)n(C(=O)c2ccc(NC(=O)CC(C)C)cc2)n1	21.2	7.2	32.2	14.6	0.9	-13.6	1.4	0.9	13.8
COc1ccc(Cl)cc1NC(=S)N(CCCN1CCOCC1)Cc1cn(C)c2ccccc12	18.3	-0.9	9.9	6.0	.	26.2	-17.8	0.7	5.2
Cc1ccc(C2=NN(Cc3nnc(-c4ccccc4)o3)C(=O)SC2)cc1	27.5	2.8	41.1	14.3	0.5	4.5	-2.3	0.8	16.5
CC(NC(=O)c1ccncc1)C(C)(C)C (centres undefined)	4.9	0.3	-4.6	2.8	0.6	-10.4	1.8	-1.1	-0.6
O=C(O)/C=C\C(=O)Nc1cc(O)ccc1[N+](=O)[O-]	19.0	0.1	13.1	4.4	0.5	-32.2	1.7	-0.4	3.3
COC(=O)C(C(=O)OC)=C(/C=C/C=C/N(C)C)N(C)C	4.7	-1.0	5.4	0.8	-2.0	10.2	1.4	-1.4	5.5
O=C(CN(c1ccc(Cl)cc1)S(=O)(=O)c1ccc(Cl)c([N+](=O)[O-])c1)NCCc1ccc(F)cc1	13.6	-0.6	-17.0	-10.8	-0.3	9.1	1.4	25.8	-9.2

Marked active in Mdm2 MdmX PPI, of those listed so far:
| mol | NALP3 yeast inh | XBP1 UPR activ | APJ ag | Mdm2 MdmX PPI | GRIN3A LBD mod |
| --- | --- | --- | --- | --- | --- |
| CN(C)CCCN(C(=O)c1ccc(C(=O)c2ccccc2)cc1)c1nc2cc3c(cc2s1)OCO3 | 11.3 | -2.7 | 0.7 | 74.7* | 1.0 |

Additional entries.
SMILES	NALP3 yeast inh	XBP1 UPR activ	tim23-1 inh	tim10-1 inh	APJ ag	Mdm2 MdmX PPI	GRIN3A LBD mod	UPR CHOP act	TIM10 inh
CC(=O)Nc1ccc(S(=O)(=O)N2CCC(C(=O)N[C@@H](Cc3ccccc3)C(=O)O)CC2)cc1	17.8	0.7	3.6	-5.2	-1.0	25.0	2.4	-0.7	1.4
COC(=O)C1=C(C)N(C)C(=S)NC1c1c(OC)ccc2ccccc12 (centres undefined)	9.3	-2.7	43.9	36.3	-5.4	-4.0	-0.5	-0.9	22.3
O=C(OCc1ccccc1)C1=NNC2C(=O)N(c3ccccc3)C(=O)C12 (centres undefined)	7.1	-1.1	-0.1	0.6	1.8	22.1	-2.7	3.2	0.1
COc1ccc(C2C(C#N)=C(N)N(N(C)C)C3=C2C(=O)CCC3)cc1 (centres undefined)	9.5	-2.5	12.9	15.2	-1.3	-6.4	0.9	-1.9	1.5
Cn1c(/C(C#N)=C(\O)COc2ccc3ccccc3c2)nc2ccccc21	5.3	-0.5	-23.1	-24.0	0.0	46.5	-1.6	-5.9	-4.9
COc1ccccc1Nc1nc(N)nc(CSC(=S)N2CC(C)CC(C)C2)n1 (centres undefined)	-6.7	-3.8	44.4	38.3	-2.3	19.2	0.8	-2.1	33.8
CCc1cc(C(=O)N2CCCC(C(=O)c3cccc4ccccc34)C2)n(C)n1 (centres undefined)	9.0	-1.9	11.3	14.2	-4.3	22.7	-3.2	1.8	12.0
CC(=O)OC(C)CS(=O)(=O)c1ccccc1 (centres undefined)	-5.9	-1.6	17.9	7.3	-6.8	9.0	-0.2	-0.5	-3.5
COc1ccc(S(=O)(=O)N2CCCN(CC(=O)Nc3ccccc3F)CC2)cc1	2.4	-6.9	34.8	31.4	-2.4	-17.2	-7.6	-0.4	6.8
C=C1C[C@H](O)[C@@H]2[C@H](OC(=O)[C@H]2C)[C@H]2[C@H](C)[C@@H](O)C[C@@H]12	13.0	0.1	-2.5	0.4	-3.8	0.3	1.4	-0.6	3.4
Cc1ccc(S(=O)(=O)NCC(=O)N(CC(=O)NCc2ccco2)Cc2ccc(F)cc2)cc1	23.2	1.0	7.8	1.4	-4.8	23.3	-1.7	-1.6	-13.7
CSc1ccccc1C(=O)NC1CCCc2ccccc21 (centres undefined)	-1.8	5.8	5.7	-16.7	-3.8	1.9	0.8	-1.8	16.4
Cc1cc(SCc2ccc(Cl)cc2Cl)nc(=O)[nH]1	6.0	-1.9	10.4	8.3	-3.4	53.1*	-3.8	0.9	7.7
COc1ccc(C(=O)N/N=C(\C)CC(=O)Nc2ccc3c(c2)OCCO3)c(OC)c1	20.6	0.5	27.9	-8.9	1.2	1.1	-2.0	1.3	7.9
COc1cccc(C(=O)Nc2ccc(C(=O)c3ccccc3)cc2)c1	20.4	-3.3	18.5	-19.9	-0.5	0.4	-6.1	4.5	-12.1
COc1ccc(C(=O)NC2CCN(S(=O)(=O)c3ccc(C)cc3)CC2)cc1	-0.5	-4.7	13.0	-1.1	0.3	-4.2	-1.4	2.5	-7.8
COc1cc(OC)cc(C(=O)N[C@H](C(=O)OCC(=O)Nc2cccnc2Cl)C(C)C)c1	7.6	-1.2	9.4	-3.7	-2.3	-15.9	-2.3	-0.9	5.5
COc1ccc(-n2ccnc2SCC(=O)NO)cc1	-6.8	1.1	5.0	-16.8	-0.8	14.0	-2.1	-0.2	-19.8
CC(NS(=O)(=O)c1ccc(OCC(=O)N2CCCC2)cc1)c1ccccc1 (centres undefined)	11.4	-2.5	6.7	-0.5	0.1	-9.9	-4.9	-2.7	3.2
CC(=O)c1cccc(NC(=O)C2C3CCC(C3)C2C(=O)O)c1 (centres undefined)	4.8	-5.0	10.0	-1.4	4.8	8.1	-0.9	-0.9	3.5
Cc1nc2sc(C(=O)c3ccccc3)c(N)c2c(C)c1C	18.9	4.3	9.8	2.9	-3.9	-0.4	0.7	2.2	13.3

Not a hit list; overall some 8.2% were active at least once.
